Kir21 block – blocks the mouse Kir2.1 inward-rectifier potassium channel; P35561; HEK293-Kir2.1, FluxOR thallium flux fluorescence; hits give low values; B-score at 10 µM; 310,000 compounds, 0.85% hits; AID 1672;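 active = fluorescence ratio B-score at or below minus 3 SD of library scores, with starting-brightness B-score within 2 SD, cut at about -4.2 in these data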;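 also: channel flux triggered by added potassium and thallium sulfate stimulus; B-score of peak minus minimum fluorescence over baseline after thallium stimulus; more negative B-score means stronger Kir2.1 block with less thallium influx; some compounds called inactive have numbers as strong as hits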
KCNQ2 inh – KCNQ2 potassium channel inhibitors, primary screen, cell-based, CHO-K1, FluxOR thallium flux, B-score (AID 2156) | O88943 | 20 min; hits give low values | B-score at 10 µM | 310,000 compounds, 1.1% hits;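 active = fluorescence ratio B-score at most minus 3 library SDs, with starting brightness B-score within 2 library SDs, cut at about -5.5 in these data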
Target sequence (O88943 whole entry, looked up): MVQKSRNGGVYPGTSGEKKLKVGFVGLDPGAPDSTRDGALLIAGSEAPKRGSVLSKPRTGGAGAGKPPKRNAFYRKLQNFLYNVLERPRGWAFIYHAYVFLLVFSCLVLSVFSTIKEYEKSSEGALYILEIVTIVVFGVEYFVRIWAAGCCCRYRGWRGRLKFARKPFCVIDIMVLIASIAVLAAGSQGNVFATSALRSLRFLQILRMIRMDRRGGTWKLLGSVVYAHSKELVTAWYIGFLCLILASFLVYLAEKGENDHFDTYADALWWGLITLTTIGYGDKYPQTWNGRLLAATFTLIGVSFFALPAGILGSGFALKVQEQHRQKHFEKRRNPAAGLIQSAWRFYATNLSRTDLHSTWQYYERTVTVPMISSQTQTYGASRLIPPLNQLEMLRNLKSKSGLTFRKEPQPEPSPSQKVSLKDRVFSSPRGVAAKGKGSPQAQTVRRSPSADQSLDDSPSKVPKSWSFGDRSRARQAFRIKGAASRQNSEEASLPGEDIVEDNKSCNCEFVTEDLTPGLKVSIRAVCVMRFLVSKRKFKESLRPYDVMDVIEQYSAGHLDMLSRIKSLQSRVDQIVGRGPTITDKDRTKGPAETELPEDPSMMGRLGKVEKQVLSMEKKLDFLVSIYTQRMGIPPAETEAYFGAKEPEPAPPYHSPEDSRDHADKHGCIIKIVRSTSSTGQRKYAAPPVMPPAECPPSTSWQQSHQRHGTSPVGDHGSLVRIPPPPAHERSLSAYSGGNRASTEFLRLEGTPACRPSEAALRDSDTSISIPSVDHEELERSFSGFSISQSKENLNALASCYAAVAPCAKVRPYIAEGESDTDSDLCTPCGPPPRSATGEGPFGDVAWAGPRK
Starred values were filed as active, the others as inactive; i = inactive.

SMILES,Kir21 block,KCNQ2 inh
Cc1cc(C)c(CN2CCC(CO)(CCOc3ccccc3)CC2)cc1C,-0.69,i
Cc1nc2cc(NC(=O)c3ccc(Br)s3)ccc2s1,-0.31,i
COc1ccc(S(=O)(=O)NCc2cccnc2)cc1OC,-1.6,i
CCN1CCN(C(=O)c2cc3nc(-c4ccccc4)cc(C(F)(F)F)n3n2)CC1,0.37,i
O=C(c1nn2c(C(F)(F)F)cc(-c3ccccc3)nc2c1Cl)N1CCOCC1,-0.21,i
Cc1cnc(C(=O)OCC(=O)c2ccc(F)cc2)cn1,2.5,i
CCCn1c(SCC(=O)NC2CCCCC2)nnc1-c1ccccn1,-0.01,i
CCN(CC(=O)Nc1ccc2c(c1)CCC2)Cc1nc2ccccc2c(=O)[nH]1,0.89,i
COC(=O)c1sc(N)c(C(=O)OC)c1COC(=O)C1CC(=O)N(Cc2ccco2)C1 (stereo not given),-1.3,i
CN1C(=O)C(=O)/C(=C(/O)c2ccccc2)C1c1ccccc1 (stereo not given),0.69,i
Cc1cccc(C(=O)OC(C)C(=O)Nc2ccc(S(=O)(=O)N3CCCC3)cc2)c1O (stereo not given),0.92,i
Cc1nnc(SCC(=O)NC(C)(C)C)n1NCc1ccc(N(C)C)cc1,-1.1,i
CSc1nsc(SC)c1C(=O)NC(=O)Nc1cccnc1,0.65,i
COc1cccc(CNC(=O)CSC(=S)N2CCCC2)c1,0.97,i
COc1cccc(CNC(=O)C2Cc3ccccc3CN2C(C)=O)c1 (stereo not given),1.2,i
COc1ccc(C2(NC(C)=O)CCN(C(=O)CCC(=O)O)CC2)cc1,-0.21,i
CCN(CC)C(=O)Cn1cc(C(=O)C(=O)NCc2cccnc2)c2ccccc21,2.7,i
COc1ccccc1NC(=O)Cn1ccn(-c2cccc3ccccc23)c(=O)c1=O,0.32,i
CCCC(C(=O)Nc1ccc2c(C)cc(=O)oc2c1)c1ccccc1 (stereo not given),0.42,i
O=C(CO/N=C/c1ccc(Cl)cc1Cl)NNC(=O)c1ccc(Cl)cc1Cl,2.2,i

SMILES,Kir21 block,KCNQ2 inh
CCn1nc(C(=O)NNC(=O)COc2ccccc2C)c2ccccc2c1=O,0.14,i
NC(=O)c1cccc(CS(=O)(=O)c2ccc(Cl)cc2)c1,-2.7,i
COc1ccc(C(=O)n2cnc3ccccc32)cc1[N+](=O)[O-],1.3,i
O=S(=O)(c1ccc(S(=O)(=O)N2CCC3(CC2)OCCO3)cc1)N1CCCC1,0.76,i
COc1ccccc1CN1CC(C(=O)N(C)CCOc2ccccc2)CCC1=O (stereo not given),0.76,i
c1cncc(CSc2ccc(-c3cccnc3)nn2)c1,1.2,i
CCc1ccc2[nH]c(=O)c(C(c3nnnn3CCOC)N3CCN(c4ccccc4F)CC3)cc2c1 (stereo not given),1.3,i
CCS(CC)=NS(=O)(=O)c1ccc(NC(C)=O)cc1,-0.13,i
O=C(NC1CCCC1)C(c1ccncc1)N(C(=O)Cc1cccs1)c1cccc(F)c1 (stereo not given),-0.81,i
COC(=O)CSc1ncc(OC)c(OC)n1,0.06,i
Nc1nc(N2CCOCC2)nc(N(c2ccccc2)c2ccccc2)n1,1.7,i
O=C(NCC1CCCO1)c1ccc(F)c2ccccc12 (stereo not given),-1.8,i
O=C(NCc1ccc2c(c1)OCO2)c1ccccn1,1.7,i
CCOC(=O)c1cnc(SCc2cccc3ccccc23)nc1N,-3.5,i
C=CCn1c(-c2ccc(N)cc2)nc2ccccc21,-1.7,i
CCCCN(CC)CCNC(=S)Nc1ccc2nc(N3CCN(C)CC3)cc(C)c2c1,-1.6,i
COc1ccc(-c2csc(NC(=S)NC(=O)c3ccc(S(=O)(=O)N(C)C)cc3)n2)cc1OC,-0.17,i
O=C(Nc1ccc2[nH]ncc2c1)c1cccc(F)c1,0.14,i
COc1ccc(CCNc2nc3ccccc3n3cnnc23)cc1OC,-0.41,i
C/C(=N/NC(=O)C1CC1(c1ccccc1)c1ccccc1)c1cccs1 (stereo not given),3,i

SMILES,Kir21 block,KCNQ2 inh
COCCn1nnnc1SCC(=O)N1CCCCC1,0.13,i
O=C(O)c1cc(-c2cccs2)nn1-c1cccc(Cl)c1,0.77,i
COc1ccc(NC(=O)CSc2nc(SC)ns2)cc1,-1.3,i
COc1ccccc1C(=O)O/N=C(/c1ccncc1)c1ccc([N+](=O)[O-])cc1,1,i
CN1C(C(=O)NCc2ccco2)CC2Cn3c(nc4cc5ccccc5cc43)C21 (stereo not given),2.1,i
Cc1sc2ncnc(N3CCC(C(=O)Oc4cccc(Cl)c4Cl)CC3)c2c1C,0.67,i
O=C1C2CCCN2C(=O)N1CCN1CCN(CCO)CC1 (stereo not given),0,i
CSc1ccc(C2NC(=O)CCC2[N+](=O)[O-])cc1 (stereo not given),-0.72,i
O=C(CSc1cn(CCNC(=O)c2ccccc2F)c2ccccc12)NCC1CCCO1 (stereo not given),-0.8,i
COC(=O)c1c(NC(C)=O)sc2c1CCN(Cc1ccccc1)C2,2,i
Cc1cc(C)n2nc(SCC(=O)NC3CCCC(C)C3C)nc2n1 (stereo not given),-0.06,i
CCOc1ccc(NCC(=O)N/N=C/C=C/c2ccccc2)cc1,-0.06,i
CC(=O)NCCc1nc2cc(NC(=O)COc3ccc(C)cc3)ccc2n1C,-0.01,i
COc1cc(/C=C/c2ccc3c([N+](=O)[O-])cccc3n2)ccc1OCC(=O)O,-0.65,i
Cc1nn2c(NCc3cccnc3)c3c(nc2c1-c1ccccc1)CCC3,-2,i
COc1ccc(C2=NOC3(CC(=O)N(c4ccc(F)cc4)C3=O)C2)c(OC)c1 (stereo not given),0.44,i
CCc1cc2cc(C(=O)N3CCN(Cc4ccccc4)CC3)sc2s1,0.35,-5.8*
Cc1cc(NC(=O)/C=C/C(=O)N(CC(=O)NC2CCCC2)c2cccc3ccccc23)no1,2.4,i
Cc1ccc(S(=O)(=O)Nc2ccc(C(=O)OCC(=O)N(CCC#N)c3ccccc3)cc2)cc1C,0.05,i
CC(=O)c1ccc(NC(=O)N[C@@H](Cc2ccccc2)C(=O)O)cc1,1.3,i

SMILES,Kir21 block,KCNQ2 inh
COc1cccc2c(SCC(=O)N/N=C/c3ccc(O)c(O)c3)cc(C)nc12,-0.22,i
Oc1ccccc1/C=N/NC1=NCCCCC1,0.15,i
Fc1ccccc1CN1CCCC(NC2CCC2)C1 (stereo not given),0.43,i
COc1ccccc1/C=C(\C#N)C(=O)c1cccn1C,0.26,i
S=c1[nH]c2cnccc2n1Cc1ccccc1,0.09,i
Cc1ccc(-n2c(SCC(=O)NCc3cccs3)nnc2-c2ccoc2C)cc1,-1.8,i
COc1cccc(C2C(C#N)=C(N)OC3=C2C(=O)CCC3)c1OC(=O)c1ccco1 (stereo not given),0.33,i
COc1cc(/C=N/Nc2nc3ccccc3[nH]c2=O)ccc1O,0,i
N#Cc1ccc(C(=O)OCC(=O)NC2CCCC2)cc1,0.01,i
CCOP(=O)(OCC)c1nc(-c2cccc3ccccc23)oc1NCc1ccc(OC)cc1,0.78,i
O=C(Nc1ccc2oc(=O)ccc2c1)c1cccnc1,0.61,i
N#Cc1c2n(c3c(=O)n(CC(=O)c4ccc([N+](=O)[O-])cc4)cnc13)CCCCC2,-0.7,i
COCCSc1nc2c(c(=O)[nH]c(=O)n2C)n1CCCc1ccccc1,0.23,i
CC(C)(C)OC(=O)N1CCC[C@H]1c1nnc(SC/C=C/c2ccccc2)o1,-3.3,i
CCCC(=O)Nc1ccc(NC(=O)c2cccc(OC)c2)cn1,-0.8,i
CCc1nnc(NS(=O)(=O)c2ccc(N/C=C\C(=O)c3ccc(C)cc3)cc2)s1,1.2,i
Cc1cc(NC(=O)CCC(=O)N(Cc2ccco2)C(C(=O)NC2CCCCC2)c2ccccc2)no1 (stereo not given),-0.11,i
COc1cccc2sc(N(CCCN(C)C)C(=O)COc3ccc(Cl)cc3)nc12,-0.82,i
COc1ccc(OC)c(NC(=O)CSc2nc(N)c(-c3ccccc3)c(=O)[nH]2)c1,-0.37,i
CCC(=O)Nc1cccc(C2=NOC3(C2)C[C@@H](C(N)=O)N(C(=O)CC)C3)c1 (stereo not given in full),-0.16,i

SMILES,Kir21 block,KCNQ2 inh
COc1ccc(S(=O)(=O)N2CCC(C(=O)Oc3ccc(C)cc3)CC2)cc1OC,0.13,i
COc1cc(C(=O)NS(=O)(=O)c2ccccc2C)ccc1Cc1cn(C)c2ccc(NC(=O)OC3CCCC3)cc12,-0.79,i
COc1cc2oc(=O)cc(C)c2c(OC)c1OC,0,i
O=C(c1cc2cc(Cl)ccc2[nH]1)N1CCCCC1,-1.6,i
O=C(c1ccc(F)cc1)N1C2CCC1CC(O)(c1ccc(F)cc1)C2 (stereo not given),0.3,i
CCOC(=O)N1CCN(S(=O)(=O)c2ccc(C(=O)Nc3nnc(CSC)o3)cc2)CC1,-1,i
NC(=O)COc1ccc(C(=O)/C=C2/C(=O)Nc3ccccc32)cc1,-0.45,i
CC(C)CNC(=O)c1ccccc1NC(=O)CN(c1ccc2c(c1)OCCO2)S(C)(=O)=O,2.6,i
COc1ccc(CCC(=O)NNC(=O)Cn2nc(C)cc2C)cc1,-0.72,i
C/C=C/c1ccc(OCCCCN2CC(C)CC(C)C2)c(OC)c1 (stereo not given),-0.37,i
O=C(NCc1ccc2c(c1)OCO2)c1nc(S(=O)(=O)Cc2ccccc2F)ncc1Cl,-1.5,i
COc1ccc(NC(=O)C2=C(C)NC(=S)NC2c2ccc(O)c(OC)c2)cc1 (stereo not given),-1.4,i
O=C(NC1CCN(Cc2ccccc2)CC1)c1c(F)cccc1F,0.03,i
O=C(Cn1ncc2c1-c1ccccc1OC2)Nc1cccc(Cl)c1,0.69,i
CCOc1ccc2nc3c(cc2c1)CN(CCCO)C(=NCCOC)S3,-0.88,i
COc1ccc(/C=N/OCC(=O)N=Nc2c(O)[nH]c3ccc(Br)cc23)cc1,-0.01,i
C=CCN1C(c2ccccc2)=CS/C1=C(/C#N)c1nnc(N2CCOCC2)n1-c1ccccc1,-0.44,i
CCC1CCCCN1C(=O)c1sc2ncnc(N(CC)CC)c2c1C (stereo not given),1.5,i
Cc1nc2ncnn2c(C)c1Cc1cccc(C(F)(F)F)c1,0.01,i
COc1ccccc1C(=O)NC(C)C(c1cccs1)N1CCOCC1 (stereo not given),0.02,i

SMILES,Kir21 block,KCNQ2 inh
O=C(Nc1ccc(S(=O)(=O)N2CCCC2)cc1)c1ccc(Cl)nc1,-1.6,i
O=C(NCc1ccco1)C(=O)N1CCCC1,-2.2,i
O=C(NCc1n[nH]c(=S)n1-c1ccc(Br)cc1)c1ccc(S(=O)(=O)N2CCCC2)cc1,-0.63,i
Cc1ccc2c(C)c(C(=O)Nc3c(C)n(C)n(-c4ccccc4)c3=O)oc2c1,1.5,i
O=C(NCCc1ccccc1)C1CCN(S(=O)(=O)c2cccs2)CC1,0.65,i
CC(=O)Nc1ccc(NC(=O)COC(=O)c2n[nH]c3ccccc23)cc1,-2.4,i
CSc1nc(-c2ccco2)nn1C(=O)Cc1ccccc1,0.56,i
CC(C)c1ccc(/C=N/NC(=O)c2nnn(-c3nonc3N)c2CSC2=NCCS2)cc1,-0.13,i
CCOC(=O)c1nc(Nc2ccc(Nc3ccccc3)cc2)c2ccccc2n1,1.1,i
OCCC1CN(C2CSCCSC2)CCN1Cc1ccccc1 (stereo not given),0.96,i
CC(=O)c1c[nH]c2ccc(C)cc2c1=O,-0.86,i
Cc1cccc(C)c1NC(=O)CNc1ccccc1,0.53,i
CCOc1ccccc1NC(=O)Nc1ccc(Br)cn1,1.7,i
COc1ccc2[nH]c(=O)c(C(c3nnnn3C3CCCC3)N3CCN(Cc4ccc5c(c4)OCO5)CC3)cc2c1 (stereo not given),0.16,i
CC1(C)N([O-])C2=C(c3ccccc3C2=O)[N+](=O)C1(C)C,0.68,i
COCCCNC(=S)N1CCN(c2nc3ccccc3s2)CC1,-1.2,i
CCNC(=S)N1C2CCC1CC(NC(=O)Nc1ccc(C(=O)OCC)cc1)C2 (stereo not given),-0.02,i
CCOC(=O)c1cccc(COC(=O)c2cccc(-c3nnc(-c4ccccc4)o3)c2)c1,-0.08,i
CCOc1ccccc1NC(=O)CN(C)S(=O)(=O)c1ccc(OC)c(C)c1,-1.3,i
CCOC(=O)/C(C(N)=NC(C)C)=C(\O)c1ccccc1,-0.72,i

Compound profiles, as listed above. Values in the order: Kir21 block | KCNQ2 inh
COc1ccc(NC(=O)C2=C(C)NC(=S)NC2c2ccc(O)c(OC)c2)cc1 (stereo not given) across the screens: -1.4 | i
c1cncc(CSc2ccc(-c3cccnc3)nn2)c1 across the screens: 1.2 | i
O=C1C2CCCN2C(=O)N1CCN1CCN(CCO)CC1 (stereo not given) across the screens: 0 | i
CCOC(=O)c1cccc(COC(=O)c2cccc(-c3nnc(-c4ccccc4)o3)c2)c1 across the screens: -0.08 | i
Cc1cccc(C)c1NC(=O)CNc1ccccc1 across the screens: 0.53 | i

High-throughput results (PubChem)
